# Assay outcomes: PubChem, Vanderbilt High Throughput Screening Facility
# Cav32 inh: inhibitors of human Cav3.2 T-type calcium channel | B-score at 10 µM | O95180 | actives 4% (n = 100,000) | Cav3.2-expressing cells, Fluo-4 calcium fluorescence FDSS; active compounds read low | AID 449739;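 active = single-dose well whose peak fluorescence ratio is a statistical outlier from its plate by either plate-standardised score or position-corrected B-score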
# Active calls of the source: *.
cpd	structure	Cav32 inh
1	Cc1ccc(-n2nnnc2SCCNS(=O)(=O)c2ccccc2)cc1C	-3.38
2	Cc1ccc(-c2noc(C3CCCCC3)n2)cc1	-0.02
3	CC(=O)Nc1ccc(NC(=O)Cn2c(CC(=O)N3CCCC3)nc3ccccc32)cc1	1.2
4	CC(NCC1(N2CCOCC2)CCCCC1)C(=O)N1CCc2ccccc21 (stereo not given)	0.403
5	CCO/C(C)=C1\C(=O)N(CC)c2ccccc21	-1.58
6	CC(=O)NC(C)C(=O)OCC(=O)Nc1ccc(Br)cc1 (stereo not given)	-0.0251
7	CC(Cc1c[nH]c2ccccc12)C(=O)O (stereo not given)	-0.426
8	CC(=O)NCCC(=O)NCc1ccc(F)cc1	-0.28
9	Cc1cccc(NC(=O)CC2SC(=NC3CCCCC3)NC2=O)c1 (stereo not given)	0.0227
10	CC(=O)N1C(c2ccccc2)CC(=O)OC1c1ccc2c(c1)OCO2 (stereo not given)	2.49
11	CCC(C)(C)NC(=O)CN(CC1CCCO1)C(=O)CCC(=O)Nc1nccs1 (stereo not given)	-0.402
12	O=C(Nc1nnc(CCc2ccccc2)s1)C1CCCO1 (stereo not given)	0.68
13	COc1ccc2c(c1OC)C(=O)OC2Nc1ncccc1C (stereo not given)	1.35
14	Cc1nn(Cc2ccc(Cl)c(Cl)c2)c(C)c1NC(=O)c1cc(CC(C)C)on1	-8.57*
15	CC(NC(=O)CCC1COc2ccccc2O1)c1ccccc1 (stereo not given)	1.34
16	O=c1c(O)c(-c2cccs2)oc2ccccc12	-3.77*
17	CN(C)CCCOc1ccc(Cl)cc1Br	-0.967
18	O=C(CNC(=O)c1ccc(Cl)cc1Cl)NCCCn1ccnc1	0.232
19	CCN(CC)CCN1C(=O)c2oc3ccccc3c(=O)c2C1c1ccc(C)cc1 (stereo not given)	0.123
20	COc1cc(NC2=CC(=O)CC(C)(C)C2)cc(OC)c1	0.68
21	CCOc1ccccc1N(CC(=O)NC1CCCC1)C(=O)CCCC(=O)Nc1ccccn1	-3.47
22	CCOC(=O)C1CCN(C(=O)c2cc(OCC)c(OCC)c(OCC)c2)CC1	0.367
23	Cn1nc(C(F)(F)F)c(C#N)c1N1CCN(c2ccc(F)cc2)CC1	-0.661
24	O=C(NCc1ccccn1)C1Nc2ccc(C(F)(F)F)cc2C2C=CCC12 (stereo not given)	0.00435
25	CCCCCCC#Cc1ccc2c(c1)COc1c3ccccc3nn1-2	0.174
26	C=CCOC(=O)C1=C(C)NC(C)=C(C(=O)OCC=C)C1/C=C/c1ccccc1	-2.27
27	CC(C)(C)c1cc(Cc2ccccc2)[nH]n1	0.0751
28	Cc1ccc(NC(=O)CC2SC3=NCCN3C2=O)cc1 (stereo not given)	0.00785
29	CCCCCOC(=O)Cc1c(C)nc(-c2ccccc2)[nH]c1=O	-0.89
30	COC(=O)C(CCSC)NC(=O)CNS(=O)(=O)c1ccc(Br)cc1 (stereo not given)	0.609
31	O=C(Nn1cnc2ccccc2c1=O)c1ccc(F)cc1Cl	-1.77
32	CCc1ccc(N2C(=O)Cc3c2nc(N)c(C#N)c3N)cc1	0.205
33	COc1ccc(N2CCN(C(=O)c3ccc(S(=O)(=O)N4CCOCC4)cc3)CC2)cc1	0.876
34	CCOc1ccc2c(c1)cc(CN(C(=O)CC)C1CCCCC1)c1nnnn12	-4.82*
35	O=C(Nc1ccc2c(c1)OCO2)N1CCOCC1	-0.00208
36	CCOC(=O)C1CCN(C(=O)C2CC(=O)N(c3ccc(C)cc3)C2)CC1 (stereo not given)	0.148
37	C=CCNC(=O)Nc1ccc2oc(C)nc2c1	-0.28
38	O=C(COC(=O)c1cc(-c2ccco2)nc2ccccc12)NCc1ccccc1	-2.79
39	CC1CC(C)CN(C(=O)CNS(=O)(=O)c2ccc(Br)s2)C1 (stereo not given)	-0.263
40	CN(C)c1nc(OCCOC(=O)COc2ccc(Cl)cc2Cl)nc(N(C)C)n1	-3.49

# 4 structures already listed, arranged by heavy-atom count, ascending.
cpd	structure	Cav32 inh
27	CC(C)(C)c1cc(Cc2ccccc2)[nH]n1	0.0751
31	O=C(Nn1cnc2ccccc2c1=O)c1ccc(F)cc1Cl	-1.77
34	CCOc1ccc2c(c1)cc(CN(C(=O)CC)C1CCCCC1)c1nnnn12	-4.82*
33	COc1ccc(N2CCN(C(=O)c3ccc(S(=O)(=O)N4CCOCC4)cc3)CC2)cc1	0.876

# Next section
cpd	structure	Cav32 inh
41	O=C(C1CCCO1)N(c1cccc(Cl)c1)C1C=CS(=O)(=O)C1 (stereo not given)	0.153
42	COC(C)(C)[C@H](O)COc1c2ccoc2cc2oc(=O)ccc12	0.776
43	CCOC(=O)n1c(=O)oc2cc(S(=O)(=O)N3CCCCC3)ccc21	-0.509
44	O=C(CSc1ncn[nH]1)NCCOc1ccccc1	-0.904
45	O=C1c2ccccc2C(=O)N1OCCOCCOCCBr	-0.996
46	COc1ccc(OCCOC(=O)c2ccc(-n3cnnn3)cc2)cc1	0.0367
47	CC(C)CN1C(=O)CC(Sc2ccccc2C(=O)O)C1=O (stereo not given)	0.142
48	CCn1c(=O)cc(OCC(=O)NCC2CCCO2)c2ccccc21 (stereo not given)	-0.129
49	Cc1csc(C2=C(O)CN(c3ccc4c(c3)OCCOCCOCCOCCO4)C2=N)n1	0.145
50	O=C(O)c1ccc(CSc2nc3ccccc3o2)cc1	-0.133
51	COc1ccc(OC)c(C(=O)c2ccccc2)c1	-0.371
52	CC(=O)c1cc2c(=O)c3cc(C)ccc3oc2nc1C	1.55
53	COc1ccc(OC)c(S(N)(=O)=O)c1	-0.453
54	COC(=O)c1ccc(C(=O)OC)c(NC(=O)CN(c2ccc3c(c2)OCO3)S(C)(=O)=O)c1	-1.21
55	Cc1nc2cc(NC(=O)Nc3ccc(N4CCOCC4)cc3)ccc2n1C	-0.389
56	Cc1c(NC(=O)CCSc2ccc(Cl)cc2)c(=O)n(-c2ccccc2)n1C	-0.747
57	C[C@H]1O[C@@H](O[C@H]2[C@@H](O)C[C@H](O[C@H]3[C@@H](O)C[C@H](O[C@H]4CC[C@@]5(C)[C@H](CC[C@@H]6[C@@H]5C[C@@H](O)[C@]5(C)[C@@H](C7=CC(=O)OC7)CC[C@]65O)C4)O[C@@H]3C)O[C@@H]2C)C[C@H](O)[C@@H]1O	-0.174
58	CCOC(=O)C(Cc1ccccc1)NC(=O)CNC(C)=O (stereo not given)	0.343
59	CCOC(=O)c1cc(-c2ccccc2)nn1CC1CC(c2cccc([N+](=O)[O-])c2)=NO1 (stereo not given)	-1.09
60	S=C(NCCc1ccccc1)NC1CCCCCC1	-0.788

# Cav32 inh, entries above that show a hit
cpd	structure	Cav32 inh
14	Cc1nn(Cc2ccc(Cl)c(Cl)c2)c(C)c1NC(=O)c1cc(CC(C)C)on1	-8.57*
16	O=c1c(O)c(-c2cccs2)oc2ccccc12	-3.77*
34	CCOc1ccc2c(c1)cc(CN(C(=O)CC)C1CCCCC1)c1nnnn12	-4.82*

# The list continues.
cpd	structure	Cav32 inh
61	C=CCOC(=O)C1=C(C)N=C2SCCC(=O)N2C1c1cccs1 (stereo not given)	-0.227
62	COc1cc(OC)cc(-c2cc(NC(C)=O)n[nH]2)c1	1.62
63	O=C(CSc1ncn[nH]1)Nc1nc(-c2ccccc2)cs1	0.412
64	O=C(c1ccc(Br)o1)N1CCN=C1SCc1cccc(F)c1	-1.3
65	O=C1CCc2cc(S(=O)(=O)N3CCN(Cc4ccc5c(c4)OCO5)CC3)ccc2N1	-0.0914
66	CN(Cc1ccccc1)C(=O)CNC(=O)Cn1cnc2ccccc2c1=O	0.85
67	COc1cc(CC(=O)NCc2ccccn2)cc(OC)c1OC	0.981
68	CC(C)CCN1CCNC(=O)C1CC(=O)Nc1ccc(F)cc1 (stereo not given)	0.233
69	C=CCNC(=S)NNC(=O)c1cccn(Cc2ccc(Cl)c(Cl)c2)c1=O	-5.86*
70	Cc1ccc(Cn2c(C(C)Nc3nc(-c4ccc(F)cc4)cs3)nc3cc(Cl)c(Cl)cc32)cc1 (stereo not given)	0.103
71	COc1ccc(N2CCN(CCNC(=O)CCN3C(=O)COc4ccccc43)CC2)cc1	1.29
72	CCOC(=O)C1CCN(C(=O)c2ccc(Cl)c(Cl)c2)CC1	-0.168
73	O=C(COC(=O)C1CC(=O)N(Cc2ccccc2)C1)Nc1ccc2c(c1)OCO2 (stereo not given)	-0.0857
74	O=C(NCc1ccc(Cl)cc1)c1ccc(-c2ccccc2C(F)(F)F)o1	-0.121
75	CC1(C)CC(=O)C(C2C3=C(CC(C)(C)CC3=O)Oc3ccccc32)=C(O)C1 (stereo not given)	0.114
76	CNC(=O)Nc1ccc(Cl)cc1	-0.695
77	C=CCNC(=O)c1ccc2c3n(nc2c1)-c1ccccc1CO3	1.69
78	CCN(CC)CCCn1c(=S)[nH]c2ccc(Cl)cc2c1=O	0.0804
79	COc1cc(Cc2nc3ccc(S(=O)(=O)N4CCOCC4)cc3[nH]2)cc(OC)c1OC	-0.688
80	Nc1ccc2oc3ncccc3c(=O)c2c1	0.868
81	CC(=O)c1c(NCCc2ccccc2)cc(C)oc1=O	-0.2
82	CC1CN(C(=O)CSc2ncnc3sccc23)CC(C)O1 (stereo not given)	0.266
83	COc1ccccc1NC(=O)C(C)NS(=O)(=O)c1ccc(F)cc1 (stereo not given)	0.354
84	CCn1c(CNc2nc(-c3ccccc3)cs2)nnc1SCC(=O)NCc1ccco1	-0.251
85	S=C(c1cccs1)N1CCCC1	0.344
86	COc1ccccc1OCC(=O)NCc1ccco1	-0.142
87	CCc1nnc(NC(=O)CSc2nnc(CNc3cccc(Cl)c3)n2CC)s1	-1.49
88	Cn1c(=O)cc(SCC(=O)N2CCN(C(=O)c3ccco3)CC2)c2ccccc21	0.756
89	O=C(CC1Sc2ncnn2C1=O)Nc1ccc(Br)cc1 (stereo not given)	0.0115
90	Cc1cc(OCC(=O)N2CCOCC2)c(C(C)C)cc1Cl	-2.09
91	C/C(=N\Nc1nnc(C)c(=O)[nH]1)C(=O)O	0.814
92	COc1ccc2c(C)cc(N3CCOCC3)nc2c1	0.531
93	OCC1OC(n2cnc3c(NCCc4ccccc4)ncnc32)C(O)C1O (stereo not given)	1.7
94	CCCCN(CC)CCCNC(=O)CC1Nc2ccccc2NC1=O (stereo not given)	0.454
95	COc1ccc(-c2noc(C(C)n3nc(C)c([N+](=O)[O-])c3C)n2)cc1OC (stereo not given)	-0.284
96	Cc1nc2sc(C(c3ccccc3)N3CC(C)OC(C)C3)c(O)n2n1 (stereo not given)	0.649
97	COc1ccc(OC)c(NC(=O)CSc2nnc(-c3ccco3)n2-c2ccccc2)c1	-0.0214
98	O=C(c1cnn2c(C(F)(F)F)cc(-c3ccco3)nc12)N1CCc2ccccc2C1	-0.63
99	O=[N+]([O-])c1cc2c(cc1/C=N\NS(=O)(=O)c1ccccc1)OCO2	0.0452
100	Clc1ccc(Oc2cnns2)c(Cl)c1	0.172
101	Cc1cc(=S)n(-c2ccccc2)n1C	0.242
102	O=C(CNC(=O)c1cnccn1)Nc1ccc(F)c(F)c1F	0.321
103	COC(=O)c1nn(-c2cccc(C(F)(F)F)c2)c(=O)cc1Sc1ccccn1	1.77
104	Cc1ccc(-c2csc3ncn(/N=C/N(C)C)c(=O)c23)o1	0.0366
105	Cc1ccc(S(=O)(=O)N2CCN(C(=O)CCC(=O)NC3CCCc4ccccc43)CC2)cc1 (stereo not given)	1.18
106	C=CCn1c(N2C(=O)CC(Cc3ccccc3)C2=O)nc2ccccc21 (stereo not given)	-2.2
107	CCOC(=O)CSc1nnc(Cn2c(=O)sc3ccccc32)n1C	0.505
108	Cc1cccc(CSc2nc3sc(C)c(C)c3c(=O)n2Cc2ccco2)c1	-4.16*
109	O=C(c1ccc2c(c1)OCO2)N1CCCc2ccccc21	0.571
110	CSc1nsc(SCC(=O)Nc2ccccn2)n1	0.0358
111	Cc1ccc(C)n1-c1ccncc1	-0.438
112	O=c1oc2ccccc2c2c1nc(C(F)(F)F)n2-c1ccccc1	-0.551
113	CCn1c(CNC(=O)COc2ccc(C(C)C)cc2)nnc1SCC(=O)Nc1ccccc1C(C)C	-2.33
114	CCOC(=O)C1CCCN(C(=O)Cn2sc3nc(C)cc(C)c3c2=O)C1 (stereo not given)	0.636
115	CC(=O)Nc1ccc(S(=O)(=O)N2CCN(C(=O)N3CCCCCC3)CC2)cc1	0.441
116	Cc1cc(/C=C2/SC(=S)N(c3cccc(C(F)(F)F)c3)C2=O)c(C)n1-c1cccnc1	0.0214
117	COC(=O)CCc1c(C)nc(N)[nH]c1=O	0.225
118	Cc1cc(=O)[nH]c(SCCCOc2ccccc2Cl)n1	-1.16
119	C/C(=N\O)C(=O)NCc1ccccn1	0.079
120	CCc1ccc(-c2ccc(C(=O)C(F)(F)F)[nH]2)cc1	1.8

# Other entries follow:
cpd	structure	Cav32 inh
121	CC(C)(C)c1ccc(/C=N/NC(=O)Cc2c[nH]c3ccccc23)cc1	-2.54
122	COc1cccc(NC(=O)Cn2c(=O)n(CC3CCCO3)c(=O)c3ccccc32)c1 (stereo not given)	1.66
123	CCN(CC)S(=O)(=O)c1cc(NC(=O)C(=O)c2c(-c3ccccc3)cc3ccccn23)ccc1C	-4.64*
124	CCCCOc1ccc(/C=N/NC(=S)Nc2cccc(C)c2C)cc1	0.369
125	CCc1oc(C(=O)O)cc1COC	-0.211
126	O=C(c1cccc(C(F)(F)F)c1)N1CCC(O)(CS(=O)(=O)Cc2ccc(Cl)cc2)CC1	0.0378
127	CNc1nc(C)c(C(C)=O)cc1C#N	0.0415
128	CCn1c(=O)cc(OCC(=O)N2CCc3ccccc32)c2ccccc21	-0.0562
129	C=CCN1C(=O)/C(=C\c2cccs2)C(C(=O)OC)=C1C	-0.954
130	CC(=O)c1ccc(NC(=O)C2CCC(C)(C(=O)O)C2(C)C)cc1 (stereo not given)	0.619
131	COc1ccc(N(C(C)=O)C2C=CS(=O)(=O)C2)c(OC)c1 (stereo not given)	0.0452
132	CCOc1ccc(OCCSc2nnnn2-c2ccccc2)cc1	-2.62

# Screen by screen, from the results shown:
# Cav32 inh for nos. 121 to 132, in order: -2.54, 1.66, -4.64*, 0.369, -0.211, 0.0378, 0.0415, -0.0562, -0.954, 0.619, 0.0452, -2.62

# Only part of the results is shown; rates above refer to the full screens.
